Screening results: PubChem BioAssay, National Center for Advancing Translational Sciences (NCATS)
ALOX12 inh – Primary qHTS assay for inhibitors of human arachidonate 12S-lipoxygenase (ALOX12): Round 2. purified 12hLO, xylenol orange hydroperoxide absorbance. Potency, µM (titrated, usually from 108 µM), for the others: top-dose activity change, negative = inhibition, most hits filed as inhibitors. 580,000 compounds, 1.1% hits; active = well fitted inhibition curve with a large enough effect; inconclusive = small, poorly fitted or top-dose-only effect, or another doubt; inactive = no such curve, though single readings can be large or run the other way
Target sequence (P18054 whole entry, looked up): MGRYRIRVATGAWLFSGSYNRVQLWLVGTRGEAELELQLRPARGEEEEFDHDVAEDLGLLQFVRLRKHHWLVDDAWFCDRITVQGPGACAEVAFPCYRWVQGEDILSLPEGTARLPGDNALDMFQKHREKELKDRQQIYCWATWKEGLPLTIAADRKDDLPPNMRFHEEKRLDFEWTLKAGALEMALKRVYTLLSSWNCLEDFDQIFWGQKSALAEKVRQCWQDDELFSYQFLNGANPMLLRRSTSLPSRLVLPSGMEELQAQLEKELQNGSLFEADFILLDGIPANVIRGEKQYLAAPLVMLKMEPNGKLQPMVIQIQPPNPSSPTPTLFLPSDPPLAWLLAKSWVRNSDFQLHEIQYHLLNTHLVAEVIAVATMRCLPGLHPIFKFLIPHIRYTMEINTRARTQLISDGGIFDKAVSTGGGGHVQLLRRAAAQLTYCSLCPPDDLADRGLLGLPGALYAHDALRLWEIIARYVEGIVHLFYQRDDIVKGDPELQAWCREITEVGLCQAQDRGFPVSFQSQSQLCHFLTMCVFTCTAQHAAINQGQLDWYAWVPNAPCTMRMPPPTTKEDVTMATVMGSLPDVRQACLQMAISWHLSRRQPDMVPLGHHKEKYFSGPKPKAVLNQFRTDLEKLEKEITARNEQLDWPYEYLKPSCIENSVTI
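Purified human 12hLO at 150 nM in 25 mM Hepes, 0.01% Triton X-100, pH 7.0, preincubated 15 min at room temperature with compound. Reaction started with 40 uM arachidonic acid, 30 min at room temperature. Hydroperoxide measured by Fe-xylenol orange, 573/405 nm absorbance ratio.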
Active calls of the source: *; ? = inconclusive; [ ] = dose if it differs, or a comment. % is scaled to controls: 0 for no effect and ±100 for the full control effect; potency is read from the fitted curve at half-maximal effect. These rows are one share of the data; count on the stated rates, not on these rows.

ALOX12 inh | SMILES
20.4% | CCOC(=O)C(C)Oc1ccc2c(=O)c(Oc3cccc(C)c3)c(C(F)(F)F)oc2c1 (stereo not given)
17.9% | COc1ccc(C[C@H](NC(=O)[C@@]2(O)C[C@@H](O)[C@H](O)[C@@H](NC(=O)c3ccc(F)c(Cl)c3)C2)C(N)=O)cc1
-9.6% | Cc1sc(NC(=O)CC2(CC(=O)O)CCCC2)c(C(N)=O)c1-c1ccc(C(C)C)cc1
4.0% | O=C1OC(C(=O)Nc2cnc3ccccc3c2)Cc2ccccc21 (stereo not given)
-9.0% | COc1ccc2nc(C)c(C(=O)NCc3cccnc3-n3cncn3)cc2c1
4.0%[176 µM] | CNC(=O)[C@@H](C1CCCCC1)N1CCC[C@H]1C(=O)N1CCC1
50.4%[activator] | CC(C)c1noc(-c2cccn3c(CNC(=O)c4cc(F)ccc4Cl)nnc23)n1
20.0% | COc1ccc(NC(=O)CC2SCCNC2=O)cc1 (stereo not given)
66.7%[activator][176 µM] | CN(C)C(=O)c1nc(-c2cccc(C(F)(F)F)c2)c2cnccn12
6.3%[6.33 µM] | COc1ccc(-c2cc(C(=O)NC3CC3)c3c(C4CCCN4)noc3n2)cc1 (stereo not given)

The list continues:
ALOX12 inh | SMILES
55.5%[activator] | COCCCNC(=O)CCC[C@@H]1[C@H]2CCCN3CCC[C@@H](CN1C(=O)c1ccccc1)[C@@H]23
37.0% | CCS(=O)(=O)Nc1ccc(N(C)CCCc2c(C)nn(C)c2C)c(C(=O)O)c1
? | N#Cc1nc(COc2ccc3c(c2)OCO3)oc1NC1CC1
? | Cc1ccc(C(=O)Cn2c(=O)n(CCc3ccccc3)c(=O)c3sccc32)cc1
? | CS(=O)(=O)Nc1cccc(-c2nccc(NCc3cccs3)n2)c1
-34.3%[176 µM] | O=C(CN1Cc2nc(-c3ccsc3)ccc2OCC1=O)N1CCCC1
21.4% | COc1ccc(C(=O)O)cc1S(=O)(=O)Nc1cc(Cl)ccc1Cl
? | COc1ccc(-n2nc(C3CCCN(C(=O)Nc4ccccc4)C3)[nH]c2=O)cc1 (stereo not given)
-1.7% | COc1cccc(OC)c1C(=O)Oc1ccc2c(c1)O/C(=C\c1cccnc1)C2=O
? | Cc1ccc([N+](=O)[O-])cc1CN1CCN(c2ncc(Cc3ccccc3)cn2)CC1

Quoted from the listing:
Under ALOX12 inh, O=C(CN1Cc2nc(-c3ccsc3)ccc2OCC1=O)N1CCCC1 is entered as -34.3%[176 µM]
Under ALOX12 inh, CCS(=O)(=O)Nc1ccc(N(C)CCCc2c(C)nn(C)c2C)c(C(=O)O)c1 is entered as 37.0%

(continued)
ALOX12 inh | SMILES
? | O=C(/C=C/c1ccc(F)cc1)c1ccc(O)cc1
? | CN(CCCNC(=O)c1nc2ccccc2c(=O)[nH]1)C(=O)c1cccc(Cl)c1
22.2% | CSCc1noc(CNC(=O)c2cn(CCN)nn2)n1
22.1% | Cc1ccc(S(=O)(=O)N2CCN(C3CCN(CCc4ccccc4)C3=O)CC2)cc1 (stereo not given)
3.0% | CCn1c(C)cc(C(=O)CSc2nc3cc([N+](=O)[O-])ccc3o2)c1C
47.8%[activator] | COCCO[C@H]1C(=O)N(C2CCN(C(=O)c3ocnc3C)CC2)[C@H]1c1ccncc1
? | Cc1nc(NC(=O)c2ccccc2)sc1-c1csc(Nc2ccccc2)n1
13.4% | NC(=O)c1cccnc1OC1CCN(C(=O)c2cccc(Cl)c2)C1 (stereo not given)
? | CCOC(=O)c1sc2nc(CN3CCC(C)CC3)[nH]c(=O)c2c1C
-17.0% | COc1ccccc1-c1cccc2c3c([nH]c12)[C@@H]1C[C@H]2[C@@H](C(=O)N1CC3)[C@H](C)ON2C

The results go on:
ALOX12 inh | SMILES
-7.4% | C=C(C)Cn1c(N2CCOCC2)nc2c1c(=O)n(C)c(=O)n2C
? | COc1ccc(C(=O)NC(CC(=O)O)c2ccc(C(C)(C)C)cc2)cc1 (stereo not given)
? | CN(C)c1ccc(CNC2(Cc3cc(-c4ccc(F)cc4)on3)COC2)cc1
4.8% | N#Cc1ccc(COC(=O)CCC(=O)c2ccccc2)cc1
9.7% | COc1ccccc1C(=O)NC1CCCc2c1[nH]c1c(Cl)cccc21 (stereo not given)
50.1µM* | O=C1c2ccccc2CN1C1CCN(Cc2cccc3ccccc23)CC1
-7.2% | C=C(C)CN1CCN(c2nc3c(c(=O)[nH]c(=O)n3C)n2Cc2ccccc2F)CC1
12.9% | Cc1nnc2n1CCC(NS(=O)(=O)c1ccccc1F)CC2 (stereo not given)
40.7%[activator] | C[C@H]1[C@@H]2[C@@H](O)C([C@H](C)C(=O)N(C)CCC#N)CC[C@@]2(C)CC[C@@H]1NC(=O)C1CCCCC1 (stereo not given in full)
-0.8% | C[C@@H]1ON(C)[C@H]2C[C@H]3c4cc(N5CCN(C)CC5)ccc4CCN3C[C@@H]12

Reprinted from the results shown for reference:
ALOX12 inh | SMILES
12.9% | Cc1nnc2n1CCC(NS(=O)(=O)c1ccccc1F)CC2 (stereo not given)
40.7%[activator] | C[C@H]1[C@@H]2[C@@H](O)C([C@H](C)C(=O)N(C)CCC#N)CC[C@@]2(C)CC[C@@H]1NC(=O)C1CCCCC1 (stereo not given in full)
-0.8% | C[C@@H]1ON(C)[C@H]2C[C@H]3c4cc(N5CCN(C)CC5)ccc4CCN3C[C@@H]12

Next section.
ALOX12 inh | SMILES
22.7% | COc1ccc(C(CC(=O)N(C)Cc2cnc3ccccn23)c2ccccc2)cc1 (stereo not given)
31.4%[activator] | CC(C)CN1C(=O)c2cccn2CC1C(=O)NC1CCN(Cc2ccccc2)CC1 (stereo not given)
-2.1% | COc1ccc(-c2nc(NCc3cccc(OC)c3)c3ccccc3n2)cc1
25.0% | CCC(=O)Nc1cc(C(=O)NCC(C)C)c2ccc(C)nc2c1
9.6% | O/N=C/c1cn(Cc2ccc(F)cc2)c2ccccc12
26.8% | Cc1ccc(S(=O)(=O)c2ccc(C(F)(F)F)cn2)cc1
10.0% | Cc1c(CC(=O)N2CCN(c3ccccc3)CC2)c(=O)oc2cc(O)ccc12
-17.3% | Brc1cccc(/C=N/Nc2cccc3cccnc23)c1
-7.8% | CC(C)CNC(=O)N1C[C@@H](Oc2ccccc2)C[C@H]1C(=O)N1CCOCC1
-19.2% | Cn1c(=O)c2nc(SCCC(=O)O)n(Cc3ccccc3)c2n(C)c1=O

The list goes on:
ALOX12 inh | SMILES
23.2% | NC(=O)COc1ccc(Cl)cc1Br
1.5% | CCc1ccc(CNC(=O)COC(=O)c2ccc(Cl)cc2)cc1
? | Cc1ccc(Nc2nc(N)c(C(=O)c3c(C)[nH]c4ccccc34)s2)c(C)c1
-4.9% | CCn1c(N2CCN(Cc3ccc(Cl)c(Cl)c3)CC2)nc2c1c(=O)[nH]c(=O)n2C
? | NC(=O)[C@H]1C[C@@H](O)[C@H](O)[C@H]2[C@@H]1SC(=Nc1ccccc1)N2CC1CCCCC1
4.8%[176 µM] | COCCOc1cc(C)c2c(c1C)C[C@H](C(C)C(=O)N1CCSCC1)CC2 (stereo not given in full)
21.0% | CCN1CCCC1CNC(=O)c1cnn(-c2nccc(-c3cc4ccccc4o3)n2)c1C1CC1 (stereo not given)
-26.3% | CCOc1ccccc1CN1CCC2(CCN(C(=O)Cc3cccc(Cl)c3)CC2)Oc2ccccc21
-10.1% | COc1ccc(C2N(C(=O)CN3CCOCC3)CCCN2S(=O)(=O)c2ccc(C)cc2)cc1 (stereo not given)
? | O=[S+]1([O-])NC2(CCCN(Cc3ccc(C(F)(F)F)cc3)C2)CNc2ccccc21 (stereo not given)

Part of the list above, as tab-separated lines.
mol	ALOX12 inh
NC(=O)COc1ccc(Cl)cc1Br	23.2%
CCc1ccc(CNC(=O)COC(=O)c2ccc(Cl)cc2)cc1	1.5%

Back to the main list, repeating the 2 entries before the break.
ALOX12 inh | SMILES
-10.1% | COc1ccc(C2N(C(=O)CN3CCOCC3)CCCN2S(=O)(=O)c2ccc(C)cc2)cc1 (stereo not given)
? | O=[S+]1([O-])NC2(CCCN(Cc3ccc(C(F)(F)F)cc3)C2)CNc2ccccc21 (stereo not given)
32.2%[176 µM] | N#CC1CCN(C(=O)C2CCCN(c3nc4ncccc4o3)C2)CC1 (stereo not given)
-12.0% | Cc1ccc(S(=O)(=O)N(C)C)cc1NC(=O)COC(=O)c1ccccc1C(F)(F)F
131.9%[activator][176 µM] | O=C(NC[C@H]1OC[C@@H](NCc2ccccn2)[C@@H]1O)c1cccs1
10.8% | COc1cccc(NC(=O)c2cnc(-c3ccc(C)cc3)nc2-c2ccncc2)c1
-0.3% | CC(C)=CC1C(C(=O)NCC(C)(C)N2CCOCC2)C1(C)C (stereo not given)
? | Cc1ccc(-c2csc(Nc3ccccc3)n2)cc1C
? | CCOc1ccc(-c2nc(C#N)c(NCCCN(CC)CC)o2)cc1
9.6%[6.33 µM] | Cn1cccc1CN1CCC2(CC1)CN[S+](=O)([O-])c1cccnc1O2
? | CCCCC(=O)Nc1cc(C(=O)OCc2cc(=O)n3oc(C)cc3n2)ccc1OC
64.0%[activator] | CCOc1ccc(NC(=O)COc2ccc(C)c(C)c2)c2cccnc12

Continuation:
ALOX12 inh | SMILES
0.2% | CCc1ccccc1S(=O)(=O)N1CCN(C2CCN(Cc3cccnc3)C2=O)CC1 (stereo not given)
51.7%[activator] | COCCOCc1nc(C2CCN(C(=O)NCC(C)C)CC2)no1
45.9%[activator] | O=C1NCCCCCN(C(=O)c2ccsc2)[C@H]2CCC[C@@H]12
? | COc1ccc(C(=O)N[C@@H]2CN(Cc3cccnc3)C[C@H]2CN(C)C)c(OC)c1
12.6% | COCCn1c(=O)c(-c2cc(F)cc(F)c2)nc2cnc(Nc3cccc(OC)c3)nc21
38.4%[activator] | CC(C)NC(=O)N(C1CC1)C1CCOC2(CCN(C(=O)Cc3ccccc3F)CC2)C1 (stereo not given)
-19.5% | CCN(CC)/C(=N\S(=O)(=O)c1ccc(C)cc1C)c1ccccc1
? | CNCc1cn(C[C@H]2O[C@@H](CC(=O)NCc3ccc(F)cc3)[C@H](O)[C@@H]2O)nn1
95.8%[activator] | O=c1[nH]c(C2CCN(Cc3ccc(F)cc3)CC2)nn1Cc1ccccc1
39.5% | Cc1ccccc1CC(=O)N1CC(C(=O)NC2CCCCC2)C2(CCOCC2)C1 (stereo not given)

(listing goes on)
ALOX12 inh | SMILES
? | COc1ccccc1CNc1nc(-c2c(C)noc2C)nc2ccccc12
9.3% | COC(=O)c1cc(S(=O)(=O)NCC2CCN(C(=O)C(=O)c3cc4ccccc4o3)CC2)cs1
4.6% | O=C(NCc1ccc(-c2ccc(F)cc2)o1)C1CC(=O)N(Cc2cccnc2)C1 (stereo not given)
21.0% | CN(C)C(=O)c1cccnc1OC1CCN(C(=O)c2ccc(OC(F)(F)F)cc2)C1 (stereo not given)
-0.7% | COc1cc(-c2cc(C)c3cccc(OC)c3n2)cc2c1OCCN(C(=O)CC1NC(=O)c3ccccc31)C2 (stereo not given)
-12.8% | COc1cccc(-c2cnc(-c3ccncc3)nc2C2CCN(C(=O)Cc3csc(C)n3)CC2)c1
2.9% | COc1ccc(NC(=O)Nc2c(NC3CCCCC3)c3ccccc3oc2=O)cc1
-11.9% | Cn1c(=O)c2c(nc(CN3CCN(CCO)CC3)n2CCCO)n(C)c1=O
? | Cc1cccc(C)c1NC(=O)CN(C)Cc1cc(=O)oc2c(C)c(O)ccc12
29.7% | CCOc1ccccc1C(=O)NC1CCN(c2cc(-c3ccc(Cl)cc3)[nH]n2)CC1

Going on with the list.
ALOX12 inh | SMILES
? | Cc1ccc2c(CSc3nnnn3-c3ccc(O)cc3)cc(=O)oc2c1C
4.0% | O=C(CCC[C@H]1NC[C@@H]2C[C@H]1CN(Cc1ccccc1)C2)NCCN1CCCCC1
? | O=C(NCc1cccc(Br)c1)C1CCN(c2cnc3nccnc3c2)CC1
1.5% | COc1cccc(NC(=O)[C@@H]2C[C@H](c3cccc(C(F)(F)F)c3)N(Cc3cnn(C)c3)C2)c1
61.2%[activator] | N#Cc1ccc(C(=O)N2CCC(N3CCCC(C(=O)N4CCCC4)C3)CC2)cn1 (stereo not given)
-19.8% | CNC(=O)NC(=O)CN(CC(C)O)c1ccccc1 (stereo not given)
-0.9% | Fc1ccc(C2Cn3nnc(-c4nc(-c5ccncc5)no4)c3CO2)cc1 (stereo not given)
44.2%[activator] | Cc1onc(-c2ccccc2Cl)c1C(=O)N1CCCC2(CNC(=O)O2)C1 (stereo not given)
17.9% | CC(C)CCN(CC(=O)NC(N)=O)C1CC1
8.5%[176 µM] | Cn1ccc2c(C(=O)NCC3CCOCC3)nc(-c3cccc(N4CCOCC4)c3)cc21

(continued)
ALOX12 inh | SMILES
29.3% | CN(C)c1cccc(C(=O)NNC(=O)c2cccc(Cl)c2)c1
-18.5% | O=[N+]([O-])c1cc(NS(=O)(=O)c2ccc(Br)s2)c(F)cc1F
28.1% | c1ccc(-c2ccnc3nc(-c4cccs4)nn23)cc1
? | COc1cccc(CN(C)C(=O)CSc2nc(-c3cccs3)nc3ccccc23)c1
8.2%[176 µM] | Cc1ccc2c(C(=O)NCc3ccc(Cl)cc3Cl)cnn2c1
9.9% | Cc1nnc(-c2ccncc2)nc1C
-57.9%[176 µM] | Cc1nn2c(c1-c1ccccc1[S+](C)(=O)[O-])N(Cc1ccc3[nH]ccc3c1)CCC2
45.6%[activator] | CC(C)OCCCNC(=O)C1N(C(C)C)C(=O)C12CCCC2 (stereo not given)
6.0% | CN(C)C(=O)N1CCN(C(=O)[C@H](CCc2ccccc2)NC(=O)[C@H]2O[C@@H](n3cnc4c(N)ncnc43)[C@H](O)[C@@H]2O)CC1
? | CC(C)NC(=O)N[C@H]1CC[C@H](CC(=O)NCc2ccc(Oc3ccccc3)cc2)O[C@@H]1CO
? | Cc1ccc2nc(/C(C#N)=C/c3ccc(-c4ccc(C)c(Cl)c4)o3)[nH]c2c1
21.6% | Cc1cccc(OCCOc2ccc(/C=N/NC(=O)Cc3nnc(N)s3)cc2)c1
